CatL inh = inhibitors of human cathepsin L; purified cathepsin L, fluorogenic substrate, fluorescence; inhibition, %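 (tested at 10 µM)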; 0.17% of 58,000 active; P07711; in the data active means inhibition above about 45%;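 further: 0% = enzyme with no compound and 100% = no enzyme blank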
CatB mix inh = human cathepsin B inhibition by mixtures. P07858. Purified cathepsin B, AMC dipeptide fluorescence, compound mixtures. inhibition, %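 (ten-compound pools at 5 µM per compound and 50 µM total)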. 0.06% of 62,000 active; in the data active means inhibition above about 22%, passing the limit was not always enough; inconclusive means no clear call, values can overlap the other calls;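 further: 0% = enzyme without compound and 100% = no enzyme blank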
CatB inh = blocks human cathepsin B protease activity; P07858; purified cathepsin B, fluorogenic substrate, fluorescence; inhibition, %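 (tested at 10 µM)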; 0.1% of 63,000 active; AID 453; in the data active means inhibition above about 21%;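 further: 0% = enzyme with no compound and 100% = no enzyme blank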
Abs 340nm = compound absorbs light at 340 nm. compound absorbance at 340 nm, fold over control. fold change at 10 µM. 65,000 tested, under 10 active. AID 708;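 active means at 10 µM dose, initial 340 nm absorbance at least 2 fold that of control wells; inactive means change under 2 fold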;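 further: initial absorbance extrapolated from kinetic A340 decline of NADH oxidation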
FXIIa inh mix = inhibitors of human coagulation factor XIIa, pooled mixtures | P00748 | purified FXIIa, fluorogenic substrate | inhibition, % at 5 µM | 0.2% of 62,000 active | AID 684;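 further: 0% = enzyme without compound and 100% = no enzyme blank; some results filed as inactive read as strong as hits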
FXIa inh mix = blocks human factor XIa in pooled compound mixtures; purified FXIa, fluorogenic substrate; 0.19% of 62,000 active; inhibition, % at 5 µM;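 further: each value is inhibition by a whole ten-compound pool holding the compound; 0% = enzyme with no mixture and 100% = wells lacking enzyme; strong numbers were not always called active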
C1s inh = human complement C1s inhibition. purified C1s, fluorogenic AMC substrate, pooled mixtures. AID 538. 0.16% of 62,000 active. mean inhibition % of two 10-compound mixtures (stronger effect = higher value), % at 5 µM (by protocol). P09871;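 active means inhibition above 20% in each of the two 10-compound mixture wells holding the compound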;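 further: 0% = enzyme wells lacking compound mixture and 100% = no-enzyme blank wells; some compounds called inactive have numbers as strong as hits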
Target sequence (P09871 16-437 limits assumed): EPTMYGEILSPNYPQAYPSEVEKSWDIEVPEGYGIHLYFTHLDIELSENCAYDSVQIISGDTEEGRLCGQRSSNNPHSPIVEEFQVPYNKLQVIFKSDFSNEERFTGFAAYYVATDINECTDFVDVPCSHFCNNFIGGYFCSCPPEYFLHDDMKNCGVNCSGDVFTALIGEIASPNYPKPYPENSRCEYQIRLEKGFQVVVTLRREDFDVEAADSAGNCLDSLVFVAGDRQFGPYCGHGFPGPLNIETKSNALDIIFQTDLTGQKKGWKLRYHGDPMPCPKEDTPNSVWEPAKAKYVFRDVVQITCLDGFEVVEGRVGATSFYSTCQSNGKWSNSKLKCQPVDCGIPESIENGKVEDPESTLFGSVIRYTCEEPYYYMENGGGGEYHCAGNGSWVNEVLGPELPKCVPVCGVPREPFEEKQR
Target sequence (P09871 438-688 limits assumed): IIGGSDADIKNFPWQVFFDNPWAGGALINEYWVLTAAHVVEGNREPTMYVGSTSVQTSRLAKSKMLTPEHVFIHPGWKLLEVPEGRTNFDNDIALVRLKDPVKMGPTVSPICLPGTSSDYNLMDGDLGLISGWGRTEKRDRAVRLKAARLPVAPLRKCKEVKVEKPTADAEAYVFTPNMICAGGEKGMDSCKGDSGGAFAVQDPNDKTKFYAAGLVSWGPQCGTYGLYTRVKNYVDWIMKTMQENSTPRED
Cathepsin G inh = cathepsin G (human) inhibition; P08311; purified enzyme, AMC-tetrapeptide fluorescence, pooled mixtures; 0.2% of 62,000 active; inhibition, % at 5 µM (by protocol);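 active means inhibition above 20% in each of the two mixture wells holding the compound; inactive means inhibition of 20% or less in either well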;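 further: 0% = enzyme control without mixture and 100% = blank lacking enzyme; strong numbers were not always called active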
Target sequence (P08311 21-244 limits assumed): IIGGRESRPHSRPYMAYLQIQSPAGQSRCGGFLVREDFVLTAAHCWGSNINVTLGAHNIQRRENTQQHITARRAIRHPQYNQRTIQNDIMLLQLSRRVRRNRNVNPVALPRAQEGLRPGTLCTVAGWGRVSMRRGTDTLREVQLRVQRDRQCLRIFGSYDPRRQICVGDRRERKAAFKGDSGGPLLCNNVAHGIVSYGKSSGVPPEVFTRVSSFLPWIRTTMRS
CatS inh = blocks human cathepsin S protease activity. recombinant cathepsin S, AMC dipeptide fluorescence, pooled mixtures. AID 501. P25774. 0.06% of 62,000 active. inhibition, %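 (tested at 5 µM per compound within 10-compound mixtures)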; in the data active means inhibition above about 32%, passing the limit was not always enough; inconclusive means no clear call, values can overlap the other calls;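 further: 0% = enzyme without compound and 100% = blank without enzyme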
An asterisk follows results filed as active; u = inconclusive; x = no result given. Unless noted, no stated cut-off is given here; in the data, active means inhibition above about 20% (passing the limit was not always enough); inactive means the rest. A portion of the library; the hit share may differ from the screen's.

SMILES	CatL inh	CatB mix inh	CatB inh	Abs 340nm	FXIIa inh mix	FXIa inh mix	C1s inh	Cathepsin G inh	CatS inh
CC12CCCCC1(O)[N+](=O)C1=C(CCCC1)N2[O-] (stereo not given)	-9	4	-5	1.1	4	9	9	1	-3
CCOC(=O)/C=C/S(=O)(=O)c1ccc(NC(C)=O)cc1	12	-6	-3	1	-4	3	-8	-2	4
O=C(CCN1C(=O)C2CC=C(Cl)CC2C1=O)NC1CCCCC1 (stereo not given)	-7	3	2	1	3	6	14	8	-5
CC(=O)Nc1nc(C)nc(-c2ccccc2)c1C(C)=O	-1	4	1	1.1	13	16	3	5	7
Clc1ccc(Cn2cc(/C=N/n3cnnc3)c3ccccc32)cc1	-3	1	2	1.1	-20	6	15	9	-5
Cc1c(C(=O)N2CCOCC2)oc2ccc(S(=O)(=O)N3CCCC3)cc12	7	2	0	0.97	-14	5	-1	38	14
O=C(O)C1CC(=O)N(c2ccc(F)cc2)C1 (stereo not given)	-12	-2	-1	1	3	4	-18	-2	-7
Cn1c(SCC(=O)N2CCOCC2)nnc1-c1cccc(NC(=O)c2ccccc2F)c1	-1	0	1	0.98	-1	6	-20	10	7
C=C(C)Cn1c(SCC(=O)NCc2ccco2)nc2sc3c(c2c1=O)CCC3	23	3	1	1.1	0	6	-1	7	0
Cc1ccc(NC(=O)C2CCCN(c3ncccn3)C2)cc1F (stereo not given)	-4	-10	1	1	11	-11	-43	-12	-25
CCOC(=O)C1CCN(c2c(N3CCCCCC3)c(=O)c2=O)CC1	0	3	-1	1	4	2	-5	5	-4
COc1ccc(S(=O)(=O)N2CCCC(C(=O)O)C2)cc1Cl (stereo not given)	36	1	8	1	2	-1	4	9	9
CCOC(=O)N1CCN(C(=O)c2oc3ccc(S(=O)(=O)N4CCCCCC4)cc3c2C)CC1	3	3	6	0.97	0	9	10	8	-5
Cc1cc(NC(=O)Nc2cccs2)no1	19	0	4	1	9	1	9	11	10
CC(=O)Cc1nsc(NC(=O)C2Cc3ccccc3C(=O)O2)n1 (stereo not given)	2	0	-2	1.1	3	-1	1	8	26
O=C(CSc1nnnn1C1CCCCC1)N1CCCC1	-3	-4	1	0.99	2	-10	-23	7	-7
O=C1C(=C(O)c2ccccc2)C(=O)c2ccccc21	5	1	-2	1.1	-6	5	-5	3	-2
COc1cc(S(=O)(=O)NCc2ccc3c(c2)OCO3)ccc1Cl	13	2	-1	1.1	10	-2	0	7	-5
CCCOc1cccc(C(=O)Nc2cccc(NC(=O)c3ccco3)c2)c1	-8	3	0	1	7	4	7	9	-6
CC1CC(C)CN(C(=O)CSc2nnc(-c3ccc(F)cc3)o2)C1 (stereo not given)	4	4	1	1	1	7	-5	8	6

Only CatL inh, C1s inh and Cathepsin G inh, for some of the entries so far:
SMILES	CatL inh	C1s inh	Cathepsin G inh
COc1ccc(S(=O)(=O)N2CCCC(C(=O)O)C2)cc1Cl (stereo not given)	36	4	9
CCOC(=O)N1CCN(C(=O)c2oc3ccc(S(=O)(=O)N4CCCCCC4)cc3c2C)CC1	3	10	8

Going on with the list:
SMILES	CatL inh	CatB mix inh	CatB inh	Abs 340nm	FXIIa inh mix	FXIa inh mix	C1s inh	Cathepsin G inh	CatS inh
COc1ccc(CNS(=O)(=O)c2ccc3oc(C(=O)O)c(C)c3c2)cc1	4	0	-2	1	7	7	-5	-6	3
CCOC(=O)CNC(=O)CSc1ncnc2c1nnn2-c1ccc(F)cc1	19	-8	-2	1	-2	-15	-51	-7	1
c1ccc(Cc2nnc3n2CCCCC3)cc1	11	4	-1	0.96	0	14	-28	11	5
CC(C)(C)OC(=O)N[C@@H](Cc1ccccc1)c1nnc(S(=O)(=O)Cc2cccc(F)c2)o1	31	3	4	1	17	6	-7	63*	-3
CCc1ccccc1S(=O)(=O)Cc1ccc(C(=O)NC(C)C)o1	13	0	4	1.1	7	-4	-1	10	10
CCOC(=O)C(NS(=O)(=O)c1ccc(Br)cc1)C(C)C (stereo not given)	0	-1	2	1	8	-1	-18	-13	-9
O=C1CCc2cc(S(=O)(=O)NC(C(=O)NCc3cccnc3)c3ccccc3)ccc2N1 (stereo not given)	2	2	-1	1	4	5	1	-1	-1
CNC(=O)CN(c1cc(C)ccc1OC)S(=O)(=O)c1ccc(C)cc1	6	2	7	0.99	-3	-1	-7	-6	-1
COCCCN1C(=O)C(O)=C(C(=O)c2ccco2)C1c1cccc(Br)c1 (stereo not given)	7	0	3	1	-5	9	11	8	3
Cc1nn(-c2ccccc2)c(Cl)c1C1C(C#N)=C(N)Oc2n[nH]c(C)c21 (stereo not given)	9	0	1	0.98	-5	2	-39	-29	7
COc1ccc(C(=O)OCCN2CCOCC2)cc1OC	2	4	0	1	1	4	8	7	-4
CCc1cc2ccc(C)cc2nc1SCC(=O)N1CCN(C(=O)c2ccco2)CC1	9	8	0	1	0	3	-12	4	u
CSc1nnc2c3cc(F)ccc3n(Cc3ccccc3)c2n1	29	-1	4	1	8	11	3	4	1
COc1ccc(CCN(Cc2nc3ccccc3c(=O)[nH]2)C(=O)c2ccco2)cc1OC	4	4	2	0.97	11	6	9	8	12
CC1CCN(S(=O)(=O)c2ccc(NC(=O)Cn3nnc(-c4ccccc4F)n3)cc2)CC1	-7	2	-1	0.98	-3	0	-8	-12	-5
COc1ccc(-c2cn3c(C)c(C(=O)N4CCCc5ccccc54)sc3n2)cc1	5	3	-5	1.1	10	6	-9	-3	-4
O=C(O)c1cc(-c2ccco2)nc2ccc(Br)cc12	8	5	x	1.1	-17	12	-6	1	14
Cn1c(=O)c2c(nc(Oc3ccc(-c4ccccc4)cc3)n2C)n(C)c1=O	x	1	5	1	1	2	3	7	1
COc1ccc(S(=O)(=O)N[C@@H](CC(C)C)C(=O)O)cc1	1	1	1	0.99	0	5	1	3	7
CC(=O)Nc1cccc(-c2nc3ccccc3c(=O)o2)c1	-10	-3	1	1.1	-20	7	22	65*	-2
Cc1nc2nc(SCC(=O)NCc3ccco3)nn2c(C)c1Cc1ccccc1	6	6	6	1	1	3	43	-8	33
COC(=O)c1ccc(OC)c(CSc2nnc(COc3ccc(Cl)cc3)o2)c1	16	1	1	1	1	4	11	10	6
C=CCn1c(SCCCc2ccccc2)nc2c1c(=O)[nH]c(=O)n2C	4	0	0	1	10	-8	-35	4	-2
Cc1cc(Cl)c(OCCCn2cncn2)c(Br)c1	26	1	1	1	4	-4	-4	-4	2
CCOC(=O)c1ccc(NC(=O)NC(C)C2CCCO2)cc1 (stereo not given)	1	-1	3	1	9	2	-6	0	-9
Cc1ncc([N+](=O)[O-])n1CCO	5	4	2	1	3	8	14	12	0
NC(=O)c1cccc(S(=O)(=O)N2CC(c3ccccc3)CC2=O)c1 (stereo not given)	x	0	-1	1	-5	7	4	3	4
CC(=O)Nc1ccc(Cl)cc1C(=O)O	4	0	3	1	5	12	4	1	-6
COc1ccc(NC(=O)CCN2CCCCC2)cc1	34	-2	-1	0.96	6	2	5	-1	6
CNc1nc2sc3c(c2c(=O)n1C)CC(C)(C)SC3	-20	-1	3	1	1	-4	-32	-12	9
COc1ccc(S(=O)(=O)Nc2ccc(O)c3ccccc23)cc1	15	-3	3	1.1	9	8	14	10	-1
CCn1nnc(NC(=O)COc2cc(C)ccc2C(C)C)n1	7	4	0	1	0	2	-1	6	0
COc1cc(CSc2ncn[nH]2)c(OC)cc1CSc1ncn[nH]1	11	0	2	1	4	0	-8	8	-5
COc1ccc(NC2CS(=O)(=O)CC2NCc2ccco2)cc1 (stereo not given)	-7	1	5	1	6	-1	2	8	-4
CCOc1ccc(OC(=O)c2cccnc2)cc1	-1	1	1	0.98	11	1	-1	-1	-3
COc1ccc(N2C(=O)C(Cl)=C(N3CCCC3)C2=O)cc1	-2	1	3	1	-4	-3	-9	1	9
Cc1noc(C)c1S(=O)(=O)N1CCC(C(=O)N2CCN(c3ccccc3Cl)CC2)CC1	-8	3	0	1	-20	-3	-11	3	-4
O=c1c2ccccc2nc(SCc2nnc(-c3ccccc3Br)o2)n1Cc1ccco1	0	7	2	1	2	9	15	11	-2
Cc1cc(Nc2cccc(C)c2C)n2nc(C)nc2n1	x	4	0	1	0	1	16	11	2
CCOc1cc(C)nc(Oc2ccc(=O)[nH]n2)n1	17	1	-2	1.1	4	10	1	1	7
O=C(NCCSCc1ccco1)c1ccc(CN2CCOCC2)cc1	x	4	4	1	5	4	-40	-7	17
CC(=O)N1CCCc2cc(S(=O)(=O)N(CC(C)C)CC(C)C)ccc21	6	7	-5	1	1	5	1	-2	6
COc1ccc(CCNc2oc(COc3ccccc3Cl)nc2C#N)cc1OC	8	7	0	1	-12	2	14	12	9
CCOC(=O)CN(C(=O)CSc1nnc(-c2ccncc2)n1CCCN(C)C)c1ccccc1	1	5	-6	0.99	-18	0	-22	-2	17
Cn1nnc(C(O)CNCc2cccs2)n1 (stereo not given)	-3	5	2	0.99	0	5	13	9	11
Cc1cc(/C=N/n2cnnc2)c(C)n1-c1ccc(OCc2ccc(F)cc2)cc1	-3	3	4	1.1	1	6	0	9	-5
COc1ccc2nc(C)cc(SCC(=O)O)c2c1	-4	6	-1	1	4	-1	-40	-1	-1
Cc1cc(C(F)(F)F)nc(SCC(=O)NC2=NC(=O)C(C)S2)n1 (stereo not given)	18	7	9	1	-15	-1	-19	-12	30
CCOc1cc(C(=O)NC)cc(OCC)c1OCC	3	8	2	1	1	5	12	9	31
COc1ccc(C(=O)NCCc2nnc(SCc3nc4ccccc4c(=O)[nH]3)n2C)cc1	7	7	-1	1	-2	5	-13	5	8
Nc1nc(SCC(=O)N2CCCc3ccccc32)[nH]c(=O)c1-c1ccccc1	x	-2	2	1	3	-8	-7	11	5
O=C(Nc1ccc(CN2CCOCC2)cc1)c1ccc(-c2ccc(Br)cc2)o1	2	2	0	1.1	5	0	13	11	-1
COc1ccc(F)cc1CN1CCN(c2cc(C)nc3c4c(C)cc(C)nc4nn23)CC1	-79	-12	-6	1.1	-6	-14	-54	-8	-6
CC(=O)c1cnc2cc(-c3ccccc3)nn2c1C	3	0	1	1	9	30	26	21	5
c1cc2c(cc1Oc1nc(N3CCOCC3)nc(N3CCOCC3)n1)OCO2	10	4	3	1.1	-2	3	1	11	2
Cc1ccc(C23CC4CC(CC(NC(=O)N5CCN(C)CC5)(C4)C2)C3)cc1	x	2	0	1.1	-16	10	2	-1	-1
CCOc1ccc(C2/C(=C(/O)c3ccc(F)cc3)C(=O)C(=O)N2CCCN(C)C)cc1 (stereo not given)	2	1	-1	1.1	-1	-3	-4	5	-6
CC(=O)Nc1nonc1-n1nnc(C(=O)NCc2ccccc2)c1C	-1	-2	1	1	8	-6	-97	-2	-15
CCCc1nnc(SCC(=O)N2CCOCC2)n1Cc1ccco1	2	6	1	0.99	8	11	1	8	20
O=C(OC1CCOC1=O)c1ccc2ccccc2n1 (stereo not given)	-4	5	-3	1	3	0	-5	-1	0

As entered above.
`CC(=O)N1CCCc2cc(S(=O)(=O)N(CC(C)C)CC(C)C)ccc21` | CatB mix inh: 7
`c1cc2c(cc1Oc1nc(N3CCOCC3)nc(N3CCOCC3)n1)OCO2` | FXIIa inh mix: -2
`O=C(OC1CCOC1=O)c1ccc2ccccc2n1` (stereo not given) | CatB inh: -3
`CCOc1cc(C(=O)NC)cc(OCC)c1OCC` | C1s inh: 12

Later entries.
SMILES	CatL inh	CatB mix inh	CatB inh	Abs 340nm	FXIIa inh mix	FXIa inh mix	C1s inh	Cathepsin G inh	CatS inh
O=S(=O)(Nc1ccc(Cl)c(C(F)(F)F)c1)c1cnc[nH]1	8	1	0	0.98	4	-5	-1	-3	-4
CCSc1ncc(Cl)c(C(=O)N(Cc2ccc(N(C)C)cc2)C2CCS(=O)(=O)C2)n1 (stereo not given)	12	-5	2	1.1	3	-13	-34	-2	u
O=C(c1ccccc1)c1ccc(CN2C(=O)c3ccccc3C2=O)o1	10	3	3	1.1	4	3	-7	-6	0
CCC1C(=O)N=C(SCC(=O)Nc2ccc(C(=O)OC)cc2)NC1=O (stereo not given)	2	0	-1	1	2	10	-1	0	1

Compound activity (PubChem BioAssay)
